Screens from PubChem.
SENP8 block-1: inhibitors of human SENP8 protease; Q96LD8; recombinant SENP8, Nedd8 substrate fluorescence; inhibition, % at 20 µM; 0.64% of 360,000 active; AID 602440; in the data active means inhibition mostly above about 40%, no sharp cut-off; inactive means mostly below about 27%
SENP6 block: blocks the human protease SENP6; Q9GZR1; Recombinant SENP6 catalytic domain, aminoluciferin luminescence; inhibition, % at 10 µM; 1.8% of 330,000 active; AID 2599;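 active means inhibition above about 50% at the single tested dose, limit read from the data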;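 further: plate controls were DMSO wells with enzyme for no effect and DMSO wells lacking enzyme for full effect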
Target sequence (Q9GZR1 628-1112 limits assumed): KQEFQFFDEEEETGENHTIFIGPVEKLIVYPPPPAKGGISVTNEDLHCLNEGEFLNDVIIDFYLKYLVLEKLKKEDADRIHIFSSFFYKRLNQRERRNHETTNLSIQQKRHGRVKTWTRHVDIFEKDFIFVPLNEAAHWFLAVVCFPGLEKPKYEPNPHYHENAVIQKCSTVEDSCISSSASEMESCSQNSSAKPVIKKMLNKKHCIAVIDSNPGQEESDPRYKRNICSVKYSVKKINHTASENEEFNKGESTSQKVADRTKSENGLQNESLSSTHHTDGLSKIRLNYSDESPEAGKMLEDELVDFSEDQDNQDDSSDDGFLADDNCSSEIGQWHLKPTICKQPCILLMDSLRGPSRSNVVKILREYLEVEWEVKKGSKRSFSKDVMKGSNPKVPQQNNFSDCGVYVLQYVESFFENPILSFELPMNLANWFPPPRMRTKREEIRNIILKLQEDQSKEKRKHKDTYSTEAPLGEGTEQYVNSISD
SENP8 block-2: SENP8 protease inhibition | purified SENP8, Z-RLRGG-aminoluciferin cleavage, luminescence | inhibition, % at 10 µM | 1.2% of 330,000 active | AID 2540; in the data active means inhibition above about 50%
NALP3 yeast inh: blocks the NALP3 inflammasome reconstituted in yeast. Yeast reconstituted NLRP3/ASC/caspase-1, beta-gal luminescence, 24 h. inhibition, % at 10 µM. 0.39% of 330,000 active;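 active means inhibition of 50% or more; inactive means inhibition below 50%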;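 further: plate controls were induced DMSO wells for no effect and uninduced yeast grown without galactose for full effect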
SENP1 inh: SENP1 (human) catalytic domain inhibition. 0.21% of 360,000 active. recombinant SENP1 catalytic domain, CyPet-SUMO1-YPet FRET cleavage. inhibition, % at 10 µM. AID 624204. Q9P0U3;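 active means inhibition at least 30% at 10 µM, raw YFP signal under a set limit, fluorescence ratio 0.5 to 1.5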;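 further: 0% = enzyme with DMSO and 100% = no enzyme wells; some results filed as inactive read as strong as hits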
Target sequence (Q9P0U3 419-644 limits assumed): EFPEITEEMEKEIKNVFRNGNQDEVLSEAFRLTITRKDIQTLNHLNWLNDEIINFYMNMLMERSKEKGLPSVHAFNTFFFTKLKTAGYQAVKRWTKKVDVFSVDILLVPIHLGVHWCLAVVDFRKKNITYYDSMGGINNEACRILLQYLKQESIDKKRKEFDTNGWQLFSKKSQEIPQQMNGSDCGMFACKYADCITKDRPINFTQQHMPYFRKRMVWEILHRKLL
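System: Recombinant human SENP1 catalytic domain, His6-tagged | Incubation: Enzyme reaction for 50 min at room temperature, dark | Medium: Tris pH 8 with BME, BSA, NP40 and catalase | Also added: 25 nM SUMO1 FRET substrate | Compound: 10 µM single point, 0.5% DMSO | Measured by: FRET fluorescence in CFP and YFP emission channels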
Apaf-1 inh: inhibitors of human Apaf-1 apoptosome. O14727. inhibition, % at 20 µM. reconstituted apoptosome caspase-3 activity, DEVD-Rh110 fluorescence. 0.71% of 330,000 active; active means inhibition of at least 40% at 20 µM;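 further: plate controls were DMSO wells for no effect and DEVD-CHO caspase inhibitor wells for full effect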
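Medium: Hepes buffer, pH 7.5 / System: biochemical Apaf-1 apoptosome reconstitution / Measured by: Rh110 fluorescence, excitation 480 nm, emission 540 nm / Times: compound with Apaf-1, dATP, procaspase-3 30 min, then 50 min reaction, room temperature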
HKDC1 inh: blocks human hexokinase HKDC1 activity; Q2TB90; recombinant HKDC1, G6PDH/diaphorase resazurin coupled fluorescence; inhibition, % at 20 µM; 0.16% of 340,000 active; AID 493160;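 active means inhibition above about 35% when tested at 20 µM, limit read from the data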;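 further: plate controls were DMSO wells with enzyme for no effect and DMSO wells lacking enzyme for full effect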
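Test system: HK5 enzyme. Quantity: 5 µg/mL HK5 final. Reagent: glucose and ATP substrates. Schedule: 90 min reaction incubation at room temperature, dark. Technique: resazurin-to-resorufin fluorescence via G6PDH and diaphorase coupling, 525/613 nm. Control set: DMSO wells with and without enzyme mix.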
PfGluPho inh: PfG6PD (Plasmodium falciparum) enzyme inhibition; PfGluPho enzyme, NADPH resazurin-diaphorase fluorescence; inhibition, % at 20 µM; 0.78% of 350,000 active; AID 504690;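 active means inhibition reaching at least a set limit at 20 µM in the primary screen, cut at about 59% in these data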;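 further: 0% = DMSO wells with substrate and 100% = DMSO wells lacking glucose-6-phosphate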
SENP7 block: inhibitors of human SENP7 protease | Q9BQF6 | 1.5% of 330,000 active | inhibition, % at 5 µM | recombinant SENP7, Z-RLRGG-aminoluciferin luminescence, 40 min;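 active means inhibition above about 50% at the single test dose, limit read from the data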;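 further: plate controls were DMSO with enzyme for no effect and no enzyme buffer wells for full effect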
Target sequence (Q9BQF6 706-1050 limits assumed): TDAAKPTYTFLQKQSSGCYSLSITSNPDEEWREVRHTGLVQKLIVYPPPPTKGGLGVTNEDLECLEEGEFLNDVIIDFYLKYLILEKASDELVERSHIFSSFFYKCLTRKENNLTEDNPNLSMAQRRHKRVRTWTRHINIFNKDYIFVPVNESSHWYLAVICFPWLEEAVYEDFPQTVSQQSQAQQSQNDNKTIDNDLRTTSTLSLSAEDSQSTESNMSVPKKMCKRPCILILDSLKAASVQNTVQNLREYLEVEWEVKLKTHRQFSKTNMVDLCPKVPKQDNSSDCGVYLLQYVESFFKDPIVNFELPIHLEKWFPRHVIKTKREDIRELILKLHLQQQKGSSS
* marks the source's active call; other numbers are inactive results; / = not tested or not shown.

SMILES	SENP8 block-1	SENP6 block	SENP8 block-2	NALP3 yeast inh	SENP1 inh	Apaf-1 inh	HKDC1 inh	PfGluPho inh	SENP7 block
O=C(O)Cc1cn(Cc2cccc(Cl)c2)c2ccccc12	16	11	9	6	2	-5	-3	-4	5
Cn1c(SCC(=O)Nc2ccc3c(c2)OCO3)nnc1-c1cnccn1	7	-7	2	20	2	-1	-5	38	9
Cc1cc(C(=O)Nc2cccnc2)cs1	7	-14	-4	-1	4	-18	13	5	6
S=c1nc[nH]c2c1ncn2C1CCCC1	16	/	/	/	2	/	-6	23	/
Cc1cccc(NC(=O)N2CCN(Cc3ccc4c(c3)OCO4)CC2)c1C	17	8	4	9	1	-19	-6	5	6
CCOC(=O)N1CC=C2C(C#N)=C(N)C(C#N)(C#N)[C@H](c3ccc(OCC)c(OCC)c3)[C@H]2C1	-43	-5	-8	19	-26	2	-6	9	-12
Cc1cccc(OCC(=O)O/N=C(\N)Cc2ccc([N+](=O)[O-])cc2)c1	11	3	4	22	10	-13	2	8	1
COc1ccc(OC)c(C2C(C#N)=C(N)N(N(C)C)C3=C2C(=O)CCC3)c1 (stereo unspecified)	12	9	10	-6	0	3	-4	-7	0
Cc1cc(=O)n2nc(N3CCCC3C(=O)Nc3ccccc3C)sc2n1 (stereo unspecified)	1	1	-14	7	-1	10	-5	7	-11
Cc1ccnc(NC(=O)c2ccc3c(c2)C(=O)N(CC2CCCO2)C3=O)c1 (stereo unspecified)	4	5	-5	12	-1	-8	-8	4	4
O=C(CCC1COc2ccccc2O1)Nc1ncccc1O (stereo unspecified)	4	-10	-1	2	-1	7	2	-5	-9
Cc1nn(CC(=O)Nc2ccncc2)c(C)c1[N+](=O)[O-]	1	2	6	4	-1	-3	-8	-1	6
O=C(CSC1=NS(=O)(=O)c2cc(Cl)ccc2N1)c1ccc(Cl)cc1	9	2	-6	15	2	4	4	-2	-11
CN1OC[C@@H]2CN(Cc3ccccc3)[C@H](c3cccc(Oc4ccccc4)c3)C[C@@H]21	0	/	/	/	0	/	1	0	/
CN(C(=O)/C=C/c1cnc2ccccc2c1)C1CCCCC1	5	2	-9	0	2	15	0	11	-9
C=C[C@@H]1c2cc(C)ccc2N(S(=O)(=O)c2ccc(C)cc2)[C@H](c2ccccc2)C1(C#N)S(=O)(=O)c1ccccc1 (stereo partly specified)	3	14	10	-31	0	10	-5	-2	9
CC1CCN(C(=O)CCc2nnc(-c3ccccc3)o2)CC1	16	13	-1	26	1	-1	1	-16	0
COc1cc(/C=C2\SC(=O)N(c3ccc(Cl)cc3)C2=O)cc([N+](=O)[O-])c1O	38	/	/	/	7	/	44*	16	/
N=C1/C(=C\c2ccc(OC(=O)c3ccc(F)cc3)cc2)C(=O)N=C2SC(N3CCCC3)=NN12	-22	-18	-14	6	-11	14	5	-27	4
CCOC(=O)c1c(C)nc2sc3c(=O)[nH]cnc3c2c1-c1ccc(OC)cc1	-90	-18	-9	6	1	20	0	-38	1
Clc1ccccc1CNc1ncnc2nc[nH]c12	3	-1	2	22	3	-1	-3	15	1
Cc1csc(NC(=O)c2cnc3ccccc3n2)n1	4	20	2	10	3	5	-5	-3	12
CC(=O)c1ccccc1OCCn1nnc(-c2ccc(C)cc2)n1	0	6	-4	30	0	20	4	2	3
CCOC(=O)c1ccc(NC(=O)CSc2ccc(-c3ccncc3)nn2)cc1	-441	6	0	10	-4	-6	18	38	-4
COc1cc(-c2noc(C)c2C(=O)NCCCn2ccnc2)cc(OC)c1OC	9	11	-3	13	-1	2	-6	4	9

Among those listed so far, 3 have a cyano group:
SMILES	SENP8 block-1	SENP6 block	SENP8 block-2	NALP3 yeast inh	SENP1 inh	Apaf-1 inh	HKDC1 inh	PfGluPho inh	SENP7 block
CCOC(=O)N1CC=C2C(C#N)=C(N)C(C#N)(C#N)[C@H](c3ccc(OCC)c(OCC)c3)[C@H]2C1	-43	-5	-8	19	-26	2	-6	9	-12
COc1ccc(OC)c(C2C(C#N)=C(N)N(N(C)C)C3=C2C(=O)CCC3)c1 (stereo unspecified)	12	9	10	-6	0	3	-4	-7	0
C=C[C@@H]1c2cc(C)ccc2N(S(=O)(=O)c2ccc(C)cc2)[C@H](c2ccccc2)C1(C#N)S(=O)(=O)c1ccccc1 (stereo partly specified)	3	14	10	-31	0	10	-5	-2	9

New compounds follow.
SMILES	SENP8 block-1	SENP6 block	SENP8 block-2	NALP3 yeast inh	SENP1 inh	Apaf-1 inh	HKDC1 inh	PfGluPho inh	SENP7 block
O=C(NCc1ccco1)c1ccc2c(c1)C(=O)c1ccccc1-2	16	0	1	11	3	-8	0	23	1
CC1CN(S(=O)(=O)c2ccc(C(=O)Nc3nnc(-c4ccc5c(c4)CCCC5)o3)cc2)CC(C)O1 (stereo unspecified)	21	-6	1	-3	0	28	2	-56	-2
O=[N+]([O-])c1cc(S(=O)(=O)N2CCCCCC2)ccc1Cl	7	-11	-3	21	1	11	5	3	0
COc1cc(/C=C/C(=O)NC(C)C)ccc1OCc1ccccc1	-75	-9	-23	22	2	-1	15	10	-9
Cc1ccc(CSc2ncnc3ccccc23)cc1	0	17	-5	42	0	9	2	-15	-1
CCN1C(=O)N(c2ccc(C(C)=O)cc2)S(=O)(=O)c2ccccc21	20	-3	26	5	1	3	-5	-1	2
O=c1oc2ccccc2cc1-c1csc(Cc2nc(-c3ccc(Cl)cc3)cs2)n1	-451	-5	-11	16	2	6	-12	34	0
CCN(Cc1ccccc1)S(=O)(=O)c1ccc2oc(C(=O)O)c(C)c2c1	10	3	4	-3	3	-4	-10	-13	1
Cc1nc2c3cc(F)ccc3n(CCN3CCCCC3)c2s1	-2	18	1	-12	2	-9	-2	3	-2
CNC(=O)COC(=O)c1cc2c(s1)CCCC2	9	11	0	14	-1	-14	-7	5	3
CC1CCCN(CCCNS(=O)(=O)c2cc(Br)cc3c2N(C(=O)C2CC2)CC3)C1 (stereo unspecified)	15	-16	-12	12	-1	15	-1	-2	-9
COc1ccc2ncccc2c1Cc1c(OC)ccc2ncccc12	-108	/	/	/	2	/	5	20	/
O=C(NCc1ccco1)c1ccc2c(c1)CCO2	14	-24	-8	4	1	-4	-4	-4	-4
O=C(Nc1ccccc1-c1nnc(SCc2ccccc2)o1)c1ccccc1	10	2	5	7	2	15	11	5	5
COc1cccc(-c2cc(C(=O)Nc3nc4ccccc4s3)c3ccccc3n2)c1	-54	-4	-10	9	-1	-8	11	-14	0
CCOC(=O)C1(Cc2ccccc2C(F)(F)F)CCN(C(=O)c2cc(C)n(C)n2)CC1	12	-2	-3	15	0	13	-10	10	11
Cc1cccc(-n2cnc(C(=O)Nc3cccnc3)c2)n1	14	4	-5	12	0	1	-2	-4	4
CC(C)CN1C(=O)c2ccc(C(=O)Nc3ccncc3)cc2C1=O	14	-5	-2	-1	4	-8	-5	1	3
COc1ccccc1/C=C/C(=O)OCc1nc2ccccc2c(=O)[nH]1	-31	-5	-1	19	-2	1	-11	4	-5
Cc1cccc(C(=O)Oc2coc(CSc3nnc(NC(=O)C4CC4)s3)cc2=O)c1	24	3	-6	4	0	7	-1	-23	5
O=C1C2CCCCN2C(=O)N1CCCCN1CCN(c2ccc([N+](=O)[O-])cc2)CC1 (stereo unspecified)	29	-3	-4	8	0	1	0	3	-5
CCOC(=O)NC(Nc1nc2ccccc2s1)(C(=O)OCC)C(F)(F)F (stereo unspecified)	-2	-2	5	4	-2	2	-9	-8	4
COc1cc(-c2nnc3n(CCc4ccccc4)c(=O)c4ccccc4n23)cc(OC)c1OC	16	3	-10	-10	0	7	-10	7	0
Cc1ccc(S(=O)(=O)CCC(=O)OC(C)C(=O)N2CCc3ccccc32)cc1 (stereo unspecified)	6	-8	-9	12	1	3	-3	1	-11
CCOC(=O)c1sc2nc(CN3CCN(c4cccc(C(F)(F)F)c4)CC3)[nH]c(=O)c2c1C	-46	-19	-15	21	3	11	-10	4	-9

The results go on:
SMILES	SENP8 block-1	SENP6 block	SENP8 block-2	NALP3 yeast inh	SENP1 inh	Apaf-1 inh	HKDC1 inh	PfGluPho inh	SENP7 block
Cc1c(NC(=O)COC(=O)C23CC4CC(CC(O)(C4)C2)C3)c(=O)n(-c2ccccc2)n1C	4	8	-3	1	3	-10	-12	-5	-1
CCN1CCN(c2ncc3c(n2)CC(c2ccc(OC)c(OC)c2)CC3=O)CC1 (stereo unspecified)	30	-1	-6	-2	2	-1	-7	-2	-3
COCc1cc(C)nc2sc3c(=O)n(Cc4ccco4)nnc3c12	3	/	/	/	1	/	1	-9	/
CCS(=O)(=O)N1Cc2ccccc2CC1C(=O)Nc1nc2ccccc2[nH]1 (stereo unspecified)	0	7	6	-5	-3	8	4	-3	4
CC1C(=O)C(C)C(c2ccc(O)cc2)NC1c1ccc(O)cc1 (stereo unspecified)	5	-30	-3	-1	-1	3	-5	-8	0
c1ccc(-c2nnc(-c3ccccn3)nc2NC2CCCCC2)cc1	19	-3	1	5	2	20	8	-13	1
C#CCOCCOCCOCCNc1nc(N2CCN(C(=O)[C@H](CCC(=O)O)n3cc([C@@H](N)CCCCN)nn3)CC2)nc(N2CCN(C(=O)[C@H](CCCCN)n3cc([C@@H](N)CC(N)=O)nn3)CC2)n1	15	0	2	4	-1	24	-2	-7	-1
COc1ccc(C2C(C(C)=O)=C(O)C(=O)N2CCc2ccccc2)c(OC)c1 (stereo unspecified)	15	-4	-3	-8	3	8	-4	-20	3
O=C(Cn1nnc(-c2ccccc2)n1)Nc1ccc2c(c1)OCO2	17	-1	-2	0	2	-8	-7	-2	5
COC(=O)c1c(NC(NC(=O)C(C)C)C(Cl)(Cl)Cl)sc2c1CCCC2 (stereo unspecified)	16	2	1	6	0	9	7	-22	5
CC(C)(C)c1cc(NC(=O)COC(=O)c2nccnc2N)n(-c2ccccc2)n1	-394	-3	-10	10	-6	0	-7	-1	1
COc1ccc(NCC(=O)Nc2cccc(S(=O)(=O)N3CCCC3)c2)cc1Cl	-8	0	1	1	-1	-7	10	11	4
S=C(NCc1ccco1)Nc1ccc2c(c1)OCCO2	-4	-25	4	24	-6	0	-8	11	3
COc1ccc(C(=O)Oc2ccc3oc(=O)sc3c2)cc1	14	-3	-3	3	3	-6	-5	5	21
CCCCCCOc1ccc(C(=O)O)cc1C#N	20	77*	61*	23	2	7	-4	-37	6
Cc1cc(NS(=O)(=O)c2ccc(NC(=S)NC(=O)c3ccncc3)cc2)no1	24	1	0	10	1	-24	-5	-18	-2
O=C(NCc1ccco1)C(=S)N1CCCC1	-11	1	-9	-1	1	-3	3	-7	-3
COc1cccc(/C=C/C(=O)OCC(=O)NCc2ccc(Cl)cc2)c1	-328	-8	-4	8	1	15	11	8	1
CCOC(=O)C1(C)Oc2ccc(S(=O)(=O)CC)cc2NC1=O (stereo unspecified)	-60	-17	-6	-10	-2	-2	-6	0	-7
COc1ccc(-c2csc3ncnc(Nc4ccc(O)cc4)c23)cc1	5	-2	-14	0	-3	-7	2	16	-1
CCn1cc(C2=NOC(C(=O)Nc3cc(OC)c(Cl)cc3OC)C2)c(C)n1 (stereo unspecified)	4	-3	2	15	3	-12	-8	-12	7

Pulled by compound from the list above:
SMILES	SENP8 block-1	SENP6 block	SENP8 block-2	NALP3 yeast inh	SENP1 inh	Apaf-1 inh	HKDC1 inh	PfGluPho inh	SENP7 block
Cc1ccc(CSc2ncnc3ccccc23)cc1	0	17	-5	42	0	9	2	-15	-1
COc1cc(/C=C2\SC(=O)N(c3ccc(Cl)cc3)C2=O)cc([N+](=O)[O-])c1O	38	/	/	/	7	/	44*	16	/
